ULK1 primary – blocks human autophagy kinase ULK1 | AlphaScreen Atg13 phosphorylation by ULK1, luminescence | inhibition, % at 5.96 µM | 30,000 tested, 1.9% active; in the data active = inhibition above about 43%;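 note: 0% = median of compound wells and 100% = no enzyme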
Target sequence (O75385 whole entry, looked up): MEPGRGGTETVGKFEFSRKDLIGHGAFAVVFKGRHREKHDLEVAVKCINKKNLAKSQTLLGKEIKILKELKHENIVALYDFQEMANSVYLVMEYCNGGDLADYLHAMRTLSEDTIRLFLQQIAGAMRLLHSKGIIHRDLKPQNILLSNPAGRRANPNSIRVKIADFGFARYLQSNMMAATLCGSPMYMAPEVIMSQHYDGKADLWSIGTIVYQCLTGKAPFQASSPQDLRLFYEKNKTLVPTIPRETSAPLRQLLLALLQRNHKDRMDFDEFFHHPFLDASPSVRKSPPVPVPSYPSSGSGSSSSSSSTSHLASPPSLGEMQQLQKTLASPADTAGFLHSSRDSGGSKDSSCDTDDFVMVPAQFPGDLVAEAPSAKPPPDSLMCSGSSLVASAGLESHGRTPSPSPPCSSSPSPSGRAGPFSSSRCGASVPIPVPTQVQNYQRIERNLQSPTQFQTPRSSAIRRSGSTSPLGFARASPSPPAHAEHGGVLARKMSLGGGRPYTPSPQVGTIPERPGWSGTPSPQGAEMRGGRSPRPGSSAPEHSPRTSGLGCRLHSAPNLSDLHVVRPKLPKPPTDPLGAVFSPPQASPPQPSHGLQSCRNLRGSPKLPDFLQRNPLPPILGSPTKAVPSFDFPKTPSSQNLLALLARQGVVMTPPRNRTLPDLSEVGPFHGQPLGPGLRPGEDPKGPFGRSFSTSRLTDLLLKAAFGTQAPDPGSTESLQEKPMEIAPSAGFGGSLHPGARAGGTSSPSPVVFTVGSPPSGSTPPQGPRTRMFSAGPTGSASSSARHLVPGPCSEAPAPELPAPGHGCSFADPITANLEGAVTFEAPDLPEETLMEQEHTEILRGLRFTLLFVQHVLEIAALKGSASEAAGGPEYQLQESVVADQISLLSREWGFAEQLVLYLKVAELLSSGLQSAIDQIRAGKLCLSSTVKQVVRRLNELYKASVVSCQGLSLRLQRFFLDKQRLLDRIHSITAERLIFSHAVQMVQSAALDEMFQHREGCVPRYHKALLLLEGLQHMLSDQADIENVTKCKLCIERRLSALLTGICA
* hit, by the source's call; & = joins results of further samples. This is a subset, so the mix of outcomes need not match the whole.

SMILES	ULK1 primary
Cc1cc(C)cc(OCC2CNC(=O)O2)c1 (stereo not drawn)	-2
C[C@@H]1C[C@H]2[C@@H]3C[C@H](F)C4=CC(=O)C=C[C@]4(C)[C@@]3(F)[C@@H](O)C[C@]2(C)[C@@]1(O)C(=O)COC(=O)C(C)(C)C	-8
CNc1c2c(nn1C)CCCC2	-2
CCCCCCCCCCCCCCNCCO	-13
CC1OC(CC(=O)O)CC2=C1C(=O)c1c(O)cccc1C2=O (stereo not drawn)	21
CN(C)CCOc1ccccc1Cc1ccccc1	4
Cc1cccc(C)c1NC(=O)CN(CC(=O)O)CC(=O)O	9
CCn1cc(C(=O)O)c(=O)c2cc(F)c(N3CCNCC3)nc21	6
C#CCC(Cc1cnc2nc(N)nc(N)c2n1)c1ccc(C(=O)N[C@@H](CCC(=O)O)C(=O)O)cc1 (stereo partly drawn)	15
CC(NCc1ccc(OCc2ccccc2F)cc1)C(N)=O (stereo not drawn)	6
Nc1ncnc2nc[nH]c12	19
CC(=O)Nc1ccc(S(=O)(=O)Nc2cc(C)on2)cc1	-7
Nc1c2c(nc3ccccc13)CCCC2O (stereo not drawn)	-7
CC(=O)Nc1ncc([N+](=O)[O-])s1	3
CC1=C(C(=O)O)N2C(=O)[C@@H](NC(=O)C(N)c3ccc(O)cc3)[C@H]2SC1 (stereo partly drawn)	2
COc1ccc(-c2ccc3cc(C(=O)O)ccc3c2)cc1C12CC3CC(CC(C3)C1)C2	9
CCOC(=O)CN1CCCC1=O	-1
CCOC(=O)NNc1nncc2ccccc12	-1
CCCCOc1ccc(CC(=O)NO)cc1	2
CCc1c2c(nc3ccc(OC(=O)N4CCC(N5CCCCC5)CC4)cc13)-c1cc3c(c(=O)n1C2)COC(=O)[C@]3(O)CC	3
OCc1ccccn1	1
CO/N=C(\C(=O)O)c1csc(NC(=O)CCl)n1	17
COC(=O)/C=C(\C)N	3
Cc1cccc(Nc2cc(Cl)nc(SCC(=O)O)n2)c1C	-7
CC(C)(C)c1nnc(NS(=O)(=O)c2ccccc2)s1	-3&-2
O=C(O)CNC(=O)c1ccccc1	-3
CC[C@]1(O)C[C@@H]2CN(CCc3c([nH]c4ccccc34)[C@@](C(=O)OC)(c3cc4c(cc3OC)N(C)[C@H]3[C@@](O)(C(=O)OC)[C@H](OC(C)=O)[C@]5(CC)C=CCN6CC[C@]43[C@@H]65)C2)C1	-7
CC(C)(CO)C(O)C(=O)NCCCO (stereo not drawn)	-4
CC(C)(C)c1ccc(C(=O)CCCCl)cc1	-4
CC(C)(C)CC(=O)OCC(=O)[C@@]1(O)CCC2C3CCC4=CC(=O)C=C[C@]4(C)C3[C@@H](O)C[C@@]21C (stereo partly drawn)	3
CCCCCCCCCCCCCCCCCC(=O)O	-7
CNC1CCCN(c2c(F)cc3c(=O)c(C(=O)O)cn(C4CC4)c3c2OC)C1 (stereo not drawn)	-6
COc1ccc(CN2CCN(C(c3ccc(F)cc3)c3ccc(F)cc3)CC2)c(OC)c1OC	-5
CC(C)[C@@H]1CC[C@@H](C)CC1=O	-16
NC(N)=NC(=O)Cc1c(Cl)cccc1Cl	-11
NNC(=O)CP(=O)(c1ccccc1)c1ccccc1	13

An excerpt from above in order of formula weight, falling:
SMILES	ULK1 primary
CC[C@]1(O)C[C@@H]2CN(CCc3c([nH]c4ccccc34)[C@@](C(=O)OC)(c3cc4c(cc3OC)N(C)[C@H]3[C@@](O)(C(=O)OC)[C@H](OC(C)=O)[C@]5(CC)C=CCN6CC[C@]43[C@@H]65)C2)C1	-7
CCc1c2c(nc3ccc(OC(=O)N4CCC(N5CCCCC5)CC4)cc13)-c1cc3c(c(=O)n1C2)COC(=O)[C@]3(O)CC	3
C#CCC(Cc1cnc2nc(N)nc(N)c2n1)c1ccc(C(=O)N[C@@H](CCC(=O)O)C(=O)O)cc1 (stereo partly drawn)	15
COc1ccc(CN2CCN(C(c3ccc(F)cc3)c3ccc(F)cc3)CC2)c(OC)c1OC	-5
CC(C)(C)CC(=O)OCC(=O)[C@@]1(O)CCC2C3CCC4=CC(=O)C=C[C@]4(C)C3[C@@H](O)C[C@@]21C (stereo partly drawn)	3
COc1ccc(-c2ccc3cc(C(=O)O)ccc3c2)cc1C12CC3CC(CC(C3)C1)C2	9
CNC1CCCN(c2c(F)cc3c(=O)c(C(=O)O)cn(C4CC4)c3c2OC)C1 (stereo not drawn)	-6
CC1=C(C(=O)O)N2C(=O)[C@@H](NC(=O)C(N)c3ccc(O)cc3)[C@H]2SC1 (stereo partly drawn)	2
CC(NCc1ccc(OCc2ccccc2F)cc1)C(N)=O (stereo not drawn)	6
CC(C)(C)c1nnc(NS(=O)(=O)c2ccccc2)s1	-3&-2
CC(=O)Nc1ccc(S(=O)(=O)Nc2cc(C)on2)cc1	-7
CCCCCCCCCCCCCCCCCC(=O)O	-7
CO/N=C(\C(=O)O)c1csc(NC(=O)CCl)n1	17
NNC(=O)CP(=O)(c1ccccc1)c1ccccc1	13
NC(N)=NC(=O)Cc1c(Cl)cccc1Cl	-11
CC(C)(C)c1ccc(C(=O)CCCCl)cc1	-4
CCOC(=O)NNc1nncc2ccccc12	-1
CCCCOc1ccc(CC(=O)NO)cc1	2
Nc1c2c(nc3ccccc13)CCCC2O (stereo not drawn)	-7
CC(C)(CO)C(O)C(=O)NCCCO (stereo not drawn)	-4
CC(=O)Nc1ncc([N+](=O)[O-])s1	3
O=C(O)CNC(=O)c1ccccc1	-3
CCOC(=O)CN1CCCC1=O	-1
COC(=O)/C=C(\C)N	3
OCc1ccccn1	1

(more compounds)
SMILES	ULK1 primary
O=C(Nc1ccc(C(=O)O)c(O)c1)c1ccccc1	-13
CC(C)OP(=O)(CP(=O)(OC(C)C)OC(C)C)OC(C)C	-16
O=C(O)c1cc2ccccc2c(Cc2c(O)c(C(=O)O)cc3ccccc23)c1O	10
COC(c1ccccc1)(c1ccccc1)C(Oc1nc(C)cc(C)n1)C(=O)O (stereo not drawn)	5
CCCCCCCC/C=C\CCCCCCCC(=O)O	9
O=P(O)(O)OC(CO)CO	0
COc1ccc(/C=C/C(=O)O)cc1	-1
COc1ccccc1OCCNCC(O)COc1cccc2[nH]c3ccccc3c12 (stereo not drawn)	-27
CC(=O)Nc1ccc(O)cc1	-2
CCCCCCCCCCCCCCCC(=O)O	-11
C=C1c2cccc(O)c2C(O)=C2C(=O)[C@]3(O)C(O)=C(C(N)=O)C(=O)[C@@H](N(C)C)[C@@H]3[C@@H](O)[C@H]12	64*
Cn1c(=O)c2c(ncn2CCO)n(C)c1=O	10
CC(=O)Nc1ccccc1	58*
CCCOC(=O)c1ccc(O)cc1	3
CCCCC1C(=O)N(c2ccccc2)N(c2ccccc2)C1=O	4
COc1ccc2nc(NC(=O)Nc3ccccc3)sc2c1	7
Cc1cccc(C)c1NC(=O)C1CCCCN1C (stereo not drawn)	-3
CCCCCCc1ccc(O)cc1O	-7
Cc1cc2c(cc1CC(=O)c1sccc1S(=O)(=O)Nc1onc(C)c1Cl)OCO2	-1

Bioassay records deposited in PubChem BioAssay by The Scripps Research Institute Molecular Screening Center.
